PLK1 PBD block = inhibitors of human PLK1 polo-box domain binding; 360,000 tested, 2.8% active; Potency, µM, for inactives: max response, negative = inhibition, hits mostly inhibitors; P53350; Plk1 PBD binding of FITC phosphopeptide, fluorescence polarization; further: potency means the concentration at half of the fitted maximal effect; series mostly up to about 57 µM; on the % scale 0 is the no-effect control and ±100 the full control effect; nearly all actives have a fitted effect of over 65% in size
Target sequence (P53350 whole entry, looked up, the tested form may be a part): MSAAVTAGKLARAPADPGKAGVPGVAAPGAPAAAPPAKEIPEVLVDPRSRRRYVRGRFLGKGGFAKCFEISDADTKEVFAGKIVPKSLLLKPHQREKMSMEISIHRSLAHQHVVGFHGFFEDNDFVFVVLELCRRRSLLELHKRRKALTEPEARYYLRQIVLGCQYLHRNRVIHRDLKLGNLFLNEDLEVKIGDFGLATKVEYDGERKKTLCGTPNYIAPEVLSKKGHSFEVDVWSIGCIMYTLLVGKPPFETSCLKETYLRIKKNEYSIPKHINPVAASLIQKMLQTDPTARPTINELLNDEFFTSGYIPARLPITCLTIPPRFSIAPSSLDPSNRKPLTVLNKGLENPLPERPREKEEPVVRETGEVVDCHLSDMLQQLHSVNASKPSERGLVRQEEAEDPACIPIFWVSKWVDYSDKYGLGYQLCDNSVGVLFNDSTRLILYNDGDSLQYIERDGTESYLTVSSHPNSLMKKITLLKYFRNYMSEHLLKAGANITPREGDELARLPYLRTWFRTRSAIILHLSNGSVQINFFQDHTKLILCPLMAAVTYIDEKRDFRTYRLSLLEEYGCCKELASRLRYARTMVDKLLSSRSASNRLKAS
EPAC1 ag = activates human EPAC1 exchange factor. O95398. EPAC1 agonist qHTS, biochemical assay; response scale: 100% = response to 6.5 mM cAMP. Potency, µM (doses to about 154 µM), without a hit: at the top dose activation, hits mostly activators. 360,000 tested, 0.073% active. AID 720707; further: potency means the concentration at half of the fitted maximal effect; nearly all actives have a fitted effect of over 60% in size
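Read-out is the fluorescence drop as BODIPY-GDP leaves Rap1B (480 nm excitation, 540 nm emission), recorded every 5 minutes over 30 minutes. Reactions held 100 nM EPAC1, 250 nM Rap1B–BODIPY-GDP and 50 uM GDP, with 6.5 mM cAMP setting full activation.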
PI5P4K alpha inh = inhibitors of human PI5P4K alpha. P48426. PI5P4Kalpha enzyme, ADP-Glo luminescence, 60 min; stronger effect = lower value. max response, %. 330,000 tested, 1.2% active. AID 652105; active means max response of -50% or lower; inconclusive means between -30% and -50%; inactive means -30% or higher; further: value at the top dose of about 77 µM; on the % scale 0 is the no-effect control and ±100 the full control effect
Target sequence (P48426 whole entry, looked up): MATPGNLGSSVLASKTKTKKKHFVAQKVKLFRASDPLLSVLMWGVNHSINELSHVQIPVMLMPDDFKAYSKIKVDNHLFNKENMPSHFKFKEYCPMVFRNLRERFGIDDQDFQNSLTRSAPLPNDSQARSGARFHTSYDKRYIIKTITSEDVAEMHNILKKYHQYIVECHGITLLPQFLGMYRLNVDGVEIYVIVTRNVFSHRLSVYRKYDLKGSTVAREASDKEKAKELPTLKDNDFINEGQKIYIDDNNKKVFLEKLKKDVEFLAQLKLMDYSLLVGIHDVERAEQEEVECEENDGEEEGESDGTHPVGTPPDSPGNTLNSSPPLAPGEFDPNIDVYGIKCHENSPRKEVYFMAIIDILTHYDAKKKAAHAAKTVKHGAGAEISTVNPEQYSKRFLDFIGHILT
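Reactions run in 0.038 M HEPES pH 7.4, 0.28 mM EGTA, 0.1% CHAPS and 5% DMSO, with PI5P4Kalpha, substrate, compound and 5 microM ATP final, one hour at room temperature. Readout is ADP-Glo luminescence.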
Abeta rescue = restores growth of yeast expressing A-beta42 peptide; yeast expressing A-beta42, growth rescue, OD600, 48 h; response scale: 0% DMSO, 100% iron-clioquinol control; Potency, µM (top dose mostly 46.1 µM), for inactives: top-dose growth rescue, most hits filed as activators; 410,000 tested, 0.063% active; further: potency means the concentration at half of the fitted maximal effect; nearly all actives have a fitted effect of over 55% in size
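Growth rescue measured by 600 nm absorbance after 48 h yeast culture at 30 C with compound. Values normalized between DMSO and an equimolar ferric chloride plus clioquinol control.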
FUS suppressor = rescues growth of FUS-expressing yeast. 390,000 tested, 0.24% active. S. cerevisiae FUS-expressing, growth rescue, OD600, 24 h. AID 1347120. Potency, µM (series often up to 76.6 µM), for the others: at the top dose growth rescue (activation), most hits filed as activators;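 further: potency means the concentration at half of the fitted maximal effect; plate controls were DMSO vehicle for no effect and reference control for full effect; nearly all actives have a fitted effect of over 55% in size; some results filed as inactive show a strong effect at the top dose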
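Restored growth of FUS-toxic S. cerevisiae, read as 600 nm absorbance after 24 h at 30C in galactose medium (starting OD 0.005). Controls CP55940 and DMSO.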
WRN inhibitor = inhibitors of human WRN helicase; WRN helicase unwinding, fluorescent forked duplex, kinetic; Q14191; 360,000 tested, 0.46% active; Potency, µM (series often up to 114 µM), for inactives: top-dose activity change, negative = inhibition, actives largely listed as inhibitors; further: potency means the concentration at half of the fitted maximal effect; on the % scale 0 is the no-effect control and ±100 the full control effect; nearly all actives have a fitted effect of over 55% in size
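Kinetic fluorescence helicase assay: unwinding of a quenched forked DNA duplex (100 nM final) with 2 mM ATP final raises red fluorescence (525/598 nm). Compounds sat 15 min at room temperature with 20 nM WRN beforehand.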
IL-2 act = activators of IL-2; 360,000 tested, 0.065% active; IL-2 activation reporter assay, cell-based qHTS; stimulated with anti-CD3/CD4/CD28 beads; in transgenic mouse T cells; activation, % (series mostly up to about 46 µM); in the data active means activation above about 50%; inconclusive means mostly about 30% to 49%; further: 0% is about no effect
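Readout: EGFP and DsRed signals by fluorescent plate cytometry. Unstimulated transgenic mouse T cells received compound 60 min before antibody-bead stimulation, then incubated 18 h at 37 degrees C.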
EPAC1 antagonist = antagonists of human EPAC1. Potency, µM (titrated, usually from 115 µM), for the others: at the top dose activity change, negative = inhibition, most hits filed as inhibitors. EPAC1 GEF assay, Rap1b-BODIPY-GDP exchange fluorescence. AID 720709. O95398. 360,000 tested, 0.14% active;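 further: potency means the concentration at half of the fitted maximal effect; plate controls were vehicle for no effect and positive control for full effect; nearly all actives have a fitted effect of over 50% in size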
An asterisk follows results filed as active; ? = inconclusive; · = not tested or not shown; & = joins results of further samples; [ ] = dose if it differs, or a comment. Unless noted, the call rests on the fitted dose curve; in most records, active means well fitted curve in the direction sought with a large enough effect; inconclusive means small, poorly fitted or top-dose-only effect, or another doubt; inactive means no such curve, though single readings can be large; an effect the other way counts as inactive or inconclusive.

item | SMILES | PLK1 PBD block | EPAC1 ag | PI5P4K alpha inh | Abeta rescue
1 | COc1ccc(C(C)(C)C)cc1NC(=O)COC(=O)c1nc2nccc(C)n2n1 | -5% | 2% | -1 | 6%
2 | CCN(CC)CCCN1C(=O)c2oc3ccccc3c(=O)c2C1c1cc(OC)ccc1OC (stereo unspecified) | -4% | 0% | · | -6%
3 | Cc1cc(C(=O)NC2CCC(O)CC2)c(C)o1 (stereo unspecified) | -8% | 9% | 2 | -2%
4 | COc1ccccc1-n1cnc2c(c1=O)c1nc3ccccc3nc1n2CCc1ccccc1 | 4% | 1% | -6 | 11%
5 | Cc1ccc(S(=O)(=O)NC(=O)COc2ccccc2C)c(C)c1 | -5% | 5% | -1 | -2%
6 | Cc1c(OCC(=O)N2C[C@H]3C[C@@H](C2)c2cccc(=O)n2C3)ccc2c3c(c(=O)oc12)CCCC3 | -24% | -18% | 0 | -15%
7 | CC1CCN(C2=NN3C(=N)/C(=C\c4ccc(OC(=O)c5ccco5)cc4)C(=O)N=C3S2)CC1 | ? | -1% | -26 | -6%
8 | COc1ccc(CCC(=O)N2c3ccccc3N=C(c3ccc(C(F)(F)F)cc3)C2C(=O)NC2CCCC2)cc1 (stereo unspecified) | 1% | -7% | 5 | -6%
9 | CN(c1ccccc1)S(=O)(=O)c1cccc(NC(=O)CCN2C(=O)C3CCCCC3C2=O)c1 (stereo unspecified) | -12% | 5% | 5 | -3%
10 | CC(=O)c1sc(NC(=O)c2ccc(F)c(F)c2)nc1C | -6% | 8% | · | -2%
11 | O=C(O)c1ccc2c(c1)C(=O)N([C@H](Cc1cccc3ccccc13)C(=O)O)C2=O | · | -6% | · | -24%
12 | COc1cc(S(=O)(=O)N2CCN(c3ccc(F)cc3)CC2)ccc1Cl | -7% | -2% | -8 | -16%

item | FUS suppressor | WRN inhibitor | IL-2 act | EPAC1 antagonist
1 | -7% | -12% | 0.1 | 9%
2 | 19% | -3% | 1.3 | 1%
3 | 6% | -21% | 0.8 | -4%
4 | 4% | -5% | -0.3 | 1%
5 | · | -7% | 0.2 | -5%
6 | 24% | -3% | -0.4 | -18%
7 | -5% | -13% | 0.1 | -21%
8 | ? | -1% | -0.9 | -2%
9 | 20% | -1% | 1.6 | -11%
10 | 17% | 0% | -2.6 | 12%
11 | 6% | · | 0.0 | -2%
12 | 11% | 4% | -2.3 | -5%

Other records follow.
item | SMILES | PLK1 PBD block | EPAC1 ag | PI5P4K alpha inh | Abeta rescue
13 | COc1cccc(CNC(=O)c2ccc(OC)c(S(=O)(=O)NC3CCCC3)c2)c1 | -2% | 8% | 4 | -5%
14 | CC(C)(C)c1cc(CP(=O)(c2ccccc2)c2ccccc2)cc(C(C)(C)C)c1O | 3% | -9% | 3 | -14%
15 | COc1ccc(-c2[nH]ncc2CN(C)Cc2cccnc2)c(OC)c1 | -20% | 3% | 1 | -4%
16 | COc1cccc(NC(=O)CSc2nnc(-c3cc(C)[nH]n3)n2N)c1 | 2% | -11% | -1 | -5%
17 | O=C(Nc1ccc(Br)cc1)C1CCN(c2cnccn2)CC1 | -8% | 14% | 7 | -11%&-5%
18 | O=C(O)CSc1cccc[n+]1[O-] | -1% | 0% | -4 | -8%
19 | COc1ccc(CCNc2nc(C)cc(C)c2C#N)cc1OC | 5% | 4% | -5 | -15%
20 | Cc1ccccc1NC(=O)COC(=O)c1ccc2nc(C)c(C)nc2c1 | 4% | -10% | -1 | -8%
21 | CC(C)C[C@H]1CNC(=O)C(=O)N1CC1CCN(CCc2ccccc2)CC1 | -10% | -1% | 1 | -21%
22 | C/C(=N/O)c1ccccn1 | -7% | 2% | 6 | -11%
23 | CCCOC1CCCN(C(=O)c2cc(COc3cncc(Cl)c3)on2)C1 (stereo unspecified) | 2% | 10% | 0 | 14%
24 | CC(=O)Nc1ccc(S(=O)(=O)Nc2ccc(Cc3ccncc3)cc2)cc1 | -18% | 4% | 0 | -3%

item | FUS suppressor | WRN inhibitor | IL-2 act | EPAC1 antagonist
13 | 18% | -5% | -1.0 | -5%
14 | 29% | -5% | 0.1 | -30%
15 | 8% | 1% | -3.0 | -12%
16 | -30% | 3% | -0.9 | -17%
17 | -4%&-7% | -13% | 7.3 | 8%
18 | 8% | 3% | 0.7 | -14%
19 | -4% | -6% | -2.3 | 4%
20 | 6% | 4% | -0.3 | -12%
21 | -21% | -4% | 0.0 | 0%
22 | -15% | 3% | 2.3 | 6%
23 | 8% | -1% | -4.3 | 0%
24 | 30% | 3% | -0.5 | -4%

Continuation.
item | SMILES | PLK1 PBD block | EPAC1 ag | PI5P4K alpha inh | Abeta rescue
25 | Cc1cc(C)cc(OCc2nnc(SCC(=O)N3CCCCC3)o2)c1 | 1% | 7% | 8 | 10%
26 | COc1ccccc1C(=O)Nc1ccon1 | -6% | 18% | · | -6%
27 | Cc1cccc(C)c1NC(=O)C(C1CC1)n1c(-c2ccc(C(F)(F)F)cc2)nc2ccccc21 (stereo unspecified) | 0% | -9% | 2 | -5%
28 | Cc1ccccc1N1CCN(S(=O)(=O)c2cccs2)CC1 | -4% | 15% | -2 | 18%
29 | CC1CCCCN1CCCNC(=O)c1nn(C)c2c1CS(=O)(=O)c1ccccc1-2 (stereo unspecified) | -6% | -5% | -12 | 1%
30 | Cn1nc(C(F)(F)F)c(C#N)c1N1CCN(c2ccc(F)cc2)CC1 | -10% | 5% | 0 | -18%
31 | CC(C)C1C(=O)N(Cc2cn(CCC3OCCCO3)nn2)CCS(=O)(=O)N1Cc1ccc(-c2cccc(CO)c2)cc1 (stereo unspecified) | -10% | 14% | -2 | 7%
32 | CCOC(=O)c1c(C)[nH]c(C)c1S(=O)(=O)NCCCc1ccco1 | -7% | -4% | -12 | -7%
33 | Cc1ccc(NC(=O)CSCC(=O)N(C)CC(=O)Nc2c(C)cccc2C)cc1 | -19% | -4% | 1 | -1%
34 | Cc1ccc(S(=O)(=O)N2CCC(=O)N([C@H](COCc3ccc(Cl)cc3)Cc3ccccc3)CC2)cc1 | -11% | 0% | 8 | 22%
35 | CSc1ncc(CN2CCCCC2C(=O)Nc2ccc(Oc3ccccc3)nc2)cn1 (stereo unspecified) | 1% | 8% | -4 | 0%
36 | O=[N+]([O-])c1cccc(/C=N/Nc2nnc(-c3ccccc3)c(-c3ccccc3)n2)c1 | -10% | 0% | -2 | -16%

item | FUS suppressor | WRN inhibitor | IL-2 act | EPAC1 antagonist
25 | 21% | -14% | -1.2 | -21%
26 | -17% | 4% | -2.3 | 8%
27 | ? | -8% | -0.9 | -18%
28 | -8% | -9% | -1.6 | -11%
29 | 11% | 2% | -3.8 | 12%
30 | -1% | 0% | 0.5 | -14%
31 | 21% | -13% | 2.7 | -6%
32 | 13% | -5% | -2.9 | 25%
33 | 2% | 13% | 0.4 | -5%
34 | 34% | -1% | -1.1 | ?
35 | 15% | 4% | -0.2 | -6%
36 | · | 11% | -3.4 | 8%

The listing continues.
item | SMILES | PLK1 PBD block | EPAC1 ag | PI5P4K alpha inh | Abeta rescue
37 | COc1ccc(CCNC(=O)CSc2nc(C)nc3c2oc2ccccc23)cc1OC | -5% | -7% | 9 | 12%
38 | CC(=O)c1c(C)n(-c2ccc(C)cc2)c2ccc(O)cc12 | 3% | 6% | 5 | -3%
39 | CO/N=C/C1CCN(c2ncc(C(F)(F)F)cc2Cl)C1=O (stereo unspecified) | -2% | 8% | 1 | -6%
40 | Cc1cccc(C)c1NC(=O)CNC(=O)CCC(=O)c1cccs1 | 0% | 13% | -16 | 10%
41 | O=S(=O)(Nc1ccc(F)cc1Cl)c1ccc(-c2cnc(C3CC3)o2)cc1 | -5% | 3% | 0 | ?
42 | N#C/C(=C\c1ccc(F)cc1)C(=O)NC1CCS(=O)(=O)C1 (stereo unspecified) | -8% | 2% | -2 | 0%
43 | Cc1ccc(S(=O)(=O)N2C[C@H]3N(C(=O)OC(C)C)N(C(=O)OC(C)C)C[C@H](OC(=O)Nc4cccs4)[C@@]3(O)C2)cc1 | ? | -24% | -9 | 2%
44 | Cc1cccc(/C=C/c2onc(C)c2S(=O)(=O)N2CCC(C(=O)N3CCC(C)CC3)CC2)c1 | 2% | 11% | 14 | -4%&0%
45 | O=C(O)CC(CC(=O)Nc1nncs1)c1ccccc1 (stereo unspecified) | -8% | 9% | -12 | 5%
46 | CCN(CC)C(=O)C1CCN(S(=O)(=O)c2ccc3c(c2)CCCN3C(=O)C2CCC2)CC1 | -7% | 15% | 3 | -2%
47 | COc1cc(C(C)=O)ccc1O | -10% | -5% | 3 | -13%
48 | Cc1ccc(-n2c(SCc3cn4ccsc4n3)nc3ccccc3c2=O)cc1 | -9% | 21% | 2 | -3%
49 | COc1cccc(-c2sc3ccc(OC)cc3c2C#CCCO)c1 | -12% | -3% | 80 | -15%

item | FUS suppressor | WRN inhibitor | IL-2 act | EPAC1 antagonist
37 | -18% | -3% | 0.6 | 7%
38 | 9% | -2% | -0.8 | -1%
39 | -7% | -3%[57.1 µM] | -3.1 | 11%
40 | 15% | -6% | -2.1 | 0%
41 | 34% | -8% | -0.1 | -13%
42 | -2% | 8% | -0.3 | -11%
43 | 40% | -6% | -2.9 | -24%
44 | 3%&1% | -5% | -4.7 | 13%
45 | 18% | 0% | -2.1 | 7%
46 | 3% | -4% | -3.8 | ?
47 | -20% | -1% | -0.3 | -18%
48 | ? | -7% | -0.1 | 8%
49 | ? | -1% | -0.6 | -12%

High-throughput results deposited in PubChem by National Center for Advancing Translational Sciences (NCATS).
